Bioassay records: PubChem, several laboratories
NPR2 activator – GC-B (human) receptor activation; activation, % at 10 µM; HEK293-GC-B cells, CNP EC30, cGMP TR-FRET; 0% at EC30 CNP, 100% saturating CNP; P20594; hit rate 0.11% among 370,000; AID 1920062;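 active = activation at 10 µM reaching about 35% in either raw or pattern-adjusted values, limit read from the data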
ABHD4 inh – inhibits mouse alpha/beta hydrolase domain 4. purified mABHD4, FP-Rh probe fluorescence polarization. inhibition, % at 8.92 µM. hit rate 0.54% among 370,000;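 active = inhibition exceeding the mean over every tested compound plus 3 SD, cut at about 30% in these data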;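 note: 0% = plate median of compound wells and 100% = S159A mutant with DMSO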
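Assay system: mABHD4 protein; medium: HEPES pH 7.0, NaCl, Pluronic buffer; dosing: 8.92 µM, single dose; schedule: 45 min + 60 min at 25 °C; signal: FP readout, ex 525 nm / em 598 nm; read-out: normalized percent inhibition of probe labeling; repeats: single replicate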
UHRF1 binding – human UHRF1 methylated DNA binding inhibitors; inhibition, % at 4.4 µM; UHRF1 binding to methylated oligo, TR-FRET; hit rate 0.75% among 370,000; Q96T88; AID 687016; in the data active = inhibition above about 21%;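 note: UHRF1 SRA domain binding a hemimethylated CpG hairpin DNA probe; 0% = median of test compound wells and 100% = reference inhibitor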
HTRA1 inhibitor – HTRA1 (human) protease inhibition | Q92743 | recombinant HTRA1, FP-rhodamine activity-based probe, fluorescence polarization | inhibition, % at 5.96 µM | hit rate 0.5% among 340,000; in the data active = inhibition above about 36%;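 note: 0% = enzyme with DMSO and 100% = wells lacking enzyme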
SIAE inh – human SIAE inhibition, primary screen | SIAE FP-Rh probe binding, fluorescence polarization | hit rate 0.69% among 370,000 | inhibition, % at 9.66 µM | Q9HAT2;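 active = inhibition above a cutoff: mean of compounds within the control limits plus 3 SD of those, cut at about 17% in these data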;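 note: 0% = plate median of compound wells and 100% = probe without SIAE protein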
TCR-CD3 inh – human TCR-CD3 binding inhibition; TAMRA-labeled TCR probe fluorescence, biochemical; inhibition, % at 9.4 µM; hit rate 0.37% among 360,000; AID 651800; in the data active = inhibition above about 19%;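 note: recombinant mutant TCR 2C K166C tagged with TAMRA read by polarization; 0% = receptor in buffer alone and 100% = receptor with positive control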
PRMT1 inh – PRMT1 (human) inhibition, primary screen; inhibition, % at 2.79 µM; recombinant PRMT1, activity-based probe fluorescence polarization; AID 652257; hit rate 1.3% among 370,000;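 active = inhibition above about 21% made by adding two undisclosed values, limit read from the data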
NPR1 activator – GC-A (human) enzyme activation; HEK293 GC-A cells, cGMP TR-FRET, EC30 ANP; 0% at EC30 ANP, 100% saturating ANP; hit rate 0.14% among 370,000; AID 1671463; activation, % at 10 µM; in the data active = activation above about 40%
Target sequence (P16066 whole entry, looked up): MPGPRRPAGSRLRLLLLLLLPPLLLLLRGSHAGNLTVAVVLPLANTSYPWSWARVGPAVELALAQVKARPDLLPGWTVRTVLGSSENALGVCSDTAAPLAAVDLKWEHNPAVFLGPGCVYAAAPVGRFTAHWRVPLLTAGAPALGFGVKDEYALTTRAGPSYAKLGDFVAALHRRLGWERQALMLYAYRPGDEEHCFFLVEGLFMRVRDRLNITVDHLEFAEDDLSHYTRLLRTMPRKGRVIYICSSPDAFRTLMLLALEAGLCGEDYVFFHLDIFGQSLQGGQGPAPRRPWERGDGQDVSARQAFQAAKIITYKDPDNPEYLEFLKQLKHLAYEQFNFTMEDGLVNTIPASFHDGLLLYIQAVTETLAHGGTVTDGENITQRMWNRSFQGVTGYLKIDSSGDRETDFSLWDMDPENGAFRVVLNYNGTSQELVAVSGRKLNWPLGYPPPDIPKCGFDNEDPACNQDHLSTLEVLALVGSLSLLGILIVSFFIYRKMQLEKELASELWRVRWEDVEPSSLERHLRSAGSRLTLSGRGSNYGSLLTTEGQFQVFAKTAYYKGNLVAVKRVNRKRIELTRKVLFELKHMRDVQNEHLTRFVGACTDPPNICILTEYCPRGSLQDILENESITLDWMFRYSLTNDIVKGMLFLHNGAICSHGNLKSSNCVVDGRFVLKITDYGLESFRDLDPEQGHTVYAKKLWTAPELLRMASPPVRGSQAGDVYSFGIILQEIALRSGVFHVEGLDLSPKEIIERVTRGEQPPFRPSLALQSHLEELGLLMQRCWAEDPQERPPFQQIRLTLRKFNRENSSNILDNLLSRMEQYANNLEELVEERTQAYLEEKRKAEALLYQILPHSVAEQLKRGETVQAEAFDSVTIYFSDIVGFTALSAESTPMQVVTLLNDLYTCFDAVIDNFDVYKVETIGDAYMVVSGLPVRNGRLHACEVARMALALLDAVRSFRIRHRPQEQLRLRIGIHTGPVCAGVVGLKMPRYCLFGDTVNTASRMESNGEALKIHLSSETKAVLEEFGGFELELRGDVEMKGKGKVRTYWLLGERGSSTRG
rCAG binder – binds r(CAG) RNA repeats; r(CAG) RNA repeat, TO-PRO-1 dye displacement fluorescence; inhibition, % at 3 µM; hit rate 1.3% among 370,000; AID 651821;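 active = inhibition above the plate cutoff, the mean of all test compounds on that plate plus 3 SD, cut at about 35% in these data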;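 note: 0% = DMSO alone and 100% = 100 µM mitoxantrone as full dye displacement; higher means more dye released from RNA so lower well fluorescence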
MBD2 DNA inh – MBD2-methylated oligo binding inhibition. inhibition, % at 4.4 µM. Q9UBB5. hit rate 0.31% among 370,000. TR-FRET, MBD2 binding to methylated oligonucleotide. AID 686964; in the data active = inhibition above about 13%
An asterisk follows results filed as active; · = not tested or not shown. Some of the compounds tested; count on the stated rates, not on these rows.

entry	SMILES	NPR2 activator	ABHD4 inh	UHRF1 binding	HTRA1 inhibitor	SIAE inh	TCR-CD3 inh	PRMT1 inh	NPR1 activator	rCAG binder	MBD2 DNA inh
1	Cc1c(C(N)=O)c(-c2ccccc2)nn1-c1ccccc1	4	2	3	6	5	-2	5	3	-2	0
2	CCOC(=O)C1(CC)NC(c2ccc(OC)cc2OC)C2C(=O)N(C)C(=O)C21 (stereo unspecified)	0	-2	1	1	2	12	-9	4	-4	-2
3	O=C(Nc1ccc(F)cc1F)c1ccc2c(=O)n3c(nc2c1)CCC3	-12	1	-1	-2	2	4	-4	1	0	-1
4	O=C1C2CCCN2C(c2ccc(F)c(F)c2)N1c1cccc(Cl)c1 (stereo unspecified)	-14	6	-1	-2	-4	0	-5	-21	2	-6
5	Cc1cc(C)c2sc(N(CCN(C)C)C(=O)CCS(=O)(=O)c3ccccc3)nc2c1	-8	6	-1	13	9	-3	2	-4	-5	-5
6	COc1cc(C2=Nc3ccc(Br)cc3C(c3ccccc3)N2CC(=O)NN)cc(OC)c1OC (stereo unspecified)	-13	0	-2	·	-16	-3	5	-25	6	5
7	COc1ccc(C2c3ccc4ccccc4c3Oc3ncn(CCCN(C)C)c(=N)c32)cc1 (stereo unspecified)	-10	-5	-2	-18	-4	11	-3	-12	8	0
8	Cc1ccc2oc(-c3ccccc3)c(C(=O)O)c(=O)c2c1	-4	-2	-7	-8	-4	1	2	0	4	-3
9	Cc1cccc(N2C(=O)CS/C2=N\NC(=O)c2ccc(Br)cc2)c1C	1	5	3	4	5	-1	-2	1	-4	3
10	CCOc1cc(CNC)ccc1OCC(=O)NC(C)(C)C	7	4	-1	-4	-3	-8	2	3	4	-3
11	COc1ccc(CCNC(=O)c2ccc(CNS(=O)(=O)c3cccc(Cl)c3)cc2)cc1OC	-3	0	6	-5	-6	0	1	0	5	2
12	Cc1ccc(N/N=C(\C#N)C(=O)c2ccsc2)cc1	4	7	-2	8	4	-4	1	4	22	1
13	COC(=O)c1cc2n(n1)CCCNC2=O	0	0	-1	5	-4	7	-3	3	-3	2
14	CC(C)Oc1ccccc1C1CC(=O)Nc2cc3c(cc21)OCCO3 (stereo unspecified)	-6	1	4	-4	2	-1	3	-5	-2	-2
15	O=C1c2ccccc2C(c2nc3ccccc3[nH]2)N1c1ccccn1 (stereo unspecified)	-5	-2	-6	·	6	-4	6	-2	2	-1
16	CCC(C)Sc1nnc(CSc2nc(C)cc(C)n2)n1C (stereo unspecified)	2	6	0	4	-2	14	-3	1	-4	2
17	Cc1cc(C)nc(SCC(=O)NC(=O)c2ccccc2O)n1	1	-8	4	1	0	-19	0	-2	0	-3
18	Clc1cccc(Cl)c1/C=N/Nc1c(Cl)cncc1Cl	-5	-11	2	0	4	1	3	-2	-1	4
19	CC(C(=O)Nc1ccc(N2CCOCC2)cc1)N1C(=O)NC(C)(C)C1=O (stereo unspecified)	-3	1	-1	6	0	2	-3	1	0	1
20	CC(C)(C)c1cc(C(=O)C[n+]2ccc(C(=O)NCCCO)cc2)cc(C(C)(C)C)c1O	1	-12	-1	-4	18*	-2	-4	2	-2	-2
21	CCCCN(C(C)=O)c1ccc(S(=O)(=O)NC2=NCCCCC2)cc1NC(C)=O	1	-3	1	17	-6	2	0	0	-1	3
22	O=C(OCc1cc([N+](=O)[O-])cc2c1OCOC2)c1cccnc1SC(F)F	-9	2	5	0	1	7	7	-6	4	1
23	CCOC(=O)C1(Cc2cccc(Cl)c2)CCCN(C(=O)C2CC2)C1 (stereo unspecified)	-1	2	-1	2	-3	2	-3	-6	-8	-2
24	Cc1[nH][nH]c(=O)c1C(c1ccc(Cl)cc1)c1c(C)[nH][nH]c1=O	0	-1	-10	7	6	1	-4	4	5	-7
25	CC(=O)c1nn(-c2ccccc2)cc1C(=O)c1cccc(Br)c1	7	-5	-3	-2	-3	2	-3	5	-2	0
26	O=C(c1ccc(NS(=O)(=O)c2ccccc2)cc1)N1CCOCC1	4	-1	-2	1	-2	-2	-2	2	0	-5
27	CSc1ccccc1C(=O)C1CCCN(C(=O)c2ccc(N3CCOCC3)cc2)C1 (stereo unspecified)	-6	-3	0	-4	11	6	-3	7	-4	2
28	CC(C)Oc1ccccc1C1Nc2ccccc2C(=O)N1c1ccc2c(c1)OCCO2 (stereo unspecified)	2	-4	-3	-22	11	1	-1	1	5	2
29	COC(=O)c1ccc(N2CCOCC2)c(F)c1	3	8	0	0	3	2	2	0	-1	-5
30	O=C(CC(c1ccccc1)c1ccccc1)NCCOCc1ccccc1	-3	-1	2	-10	2	1	-1	2	-5	2
31	CC(=O)Nc1ccc(CN(C)c2c(C)nc3ccc(C(=O)N(C)Cc4ccccc4)cn23)cc1	4	6	-1	·	3	-12	1	2	-1	4
32	Nc1cc(=O)[nH]c(SC/C=C/c2ccccc2)n1	6	-5	-2	-13	-2	2	-3	9	4	-2
33	O=C(Nc1ccccc1)c1nccn1Cc1ccc(F)cc1	-10	8	-1	-13	-2	-5	2	0	-2	-2
34	CC1=NC(=O)C(N=Nc2ccccc2)N1c1ccccc1 (stereo unspecified)	-6	-10	5	1	-1	-13	-2	-9	1	4
35	COc1cccc(NC(=O)N2CCC(N3CCCCC3)CC2)c1	1	4	-1	7	-4	12	-1	4	2	0
36	CCNC(=O)C1(C)CCN(C(=O)c2cccc(OC(C)=O)c2C)C1 (stereo unspecified)	2	1	0	·	2	9	-1	7	2	-4
37	O=C(CCc1ccc(O)cc1)c1c(O)cc(O)cc1O[C@@H]1O[C@H](CO)[C@@H](O)[C@H](O)[C@H]1O	1	2	-2	-1	8	3	-4	-1	3	-4
38	COc1ccc(S[C@]2(C(=O)N(C)C)CC(=O)N(c3ccc(Cl)cc3)[C@@H]2c2ccc(OC)cc2)cc1	5	-16	-1	·	0	·	-2	-6	4	-3
39	Cc1ccc(NC(=O)C2CCCN2S(=O)(=O)c2cccc3cccnc23)c(C)c1 (stereo unspecified)	-3	9	-2	-6	6	8	-1	1	-2	-7
40	COc1cccc(CNC(=O)[C@H]2CCCN2C(=O)[C@H]2CCCN2C(=O)c2cc(F)cc(F)c2)c1	2	2	2	·	1	-7	2	-2	-1	-3

3 entries drawn at random from the list so far:
entry	SMILES	NPR2 activator	ABHD4 inh	UHRF1 binding	HTRA1 inhibitor	SIAE inh	TCR-CD3 inh	PRMT1 inh	NPR1 activator	rCAG binder	MBD2 DNA inh
37	O=C(CCc1ccc(O)cc1)c1c(O)cc(O)cc1O[C@@H]1O[C@H](CO)[C@@H](O)[C@H](O)[C@H]1O	1	2	-2	-1	8	3	-4	-1	3	-4
36	CCNC(=O)C1(C)CCN(C(=O)c2cccc(OC(C)=O)c2C)C1 (stereo unspecified)	2	1	0	·	2	9	-1	7	2	-4
33	O=C(Nc1ccccc1)c1nccn1Cc1ccc(F)cc1	-10	8	-1	-13	-2	-5	2	0	-2	-2

Continued:
entry	SMILES	NPR2 activator	ABHD4 inh	UHRF1 binding	HTRA1 inhibitor	SIAE inh	TCR-CD3 inh	PRMT1 inh	NPR1 activator	rCAG binder	MBD2 DNA inh
41	O=C(CN1CCCCCC1)Nc1ccccc1Cl	0	6	3	-5	3	-3	2	0	-7	3
42	CCN(CC(=O)Nc1cc(Cl)ccc1C)C(=O)C1CC(=O)N(Cc2ccccc2)C1 (stereo unspecified)	1	4	2	1	3	-6	3	0	-6	-7
43	CCC1CCCCN1CC(O)COCc1cccc(OC)c1 (stereo unspecified)	-3	-2	0	-7	-2	2	-2	-2	2	-4
44	CCC1COCCS(=O)(=O)N1Cc1ccccc1 (stereo unspecified)	6	0	0	-1	1	2	-3	0	-4	3
45	Cc1c(Cl)cccc1NC(=S)NCC(O)c1ccccc1 (stereo unspecified)	4	2	-1	-4	11	0	0	0	2	-6
46	CCCNC(=O)C1(C)CCCN(Cc2csc(-c3ccccc3)n2)C1 (stereo unspecified)	-1	4	0	·	-4	-1	2	0	-2	-2
47	CCC/C=C/c1ccc(CN2C(C)C(=O)N(Cc3cn(Cc4ccco4)nn3)CCS2(=O)=O)cc1 (stereo unspecified)	1	-6	1	-14	1	-11	10	-14	15	-1
48	NC(=S)N/N=C/c1coc2ccc(Cl)cc2c1=O	-7	9	-1	-1	3	-1	-1	-15	6	-3
49	Cc1cc(C(=O)NCc2ccccc2F)cs1	5	-1	3	-3	0	9	-1	0	0	0
50	COc1ccc(CCC(=O)N/N=C(\C)c2ccc3c(c2)OCO3)cc1	0	3	-1	-6	0	3	1	-2	-1	-5
51	CC1(C(=O)NCCOc2ccccc2Cl)CC1(Cl)Cl (stereo unspecified)	3	0	5	-2	3	-8	-3	-3	-2	1
52	COc1ccc(CC(=O)Nc2cc(S(=O)(=O)N3CCOCC3)ccc2N2CCCC2)cc1	8	-2	-1	5	-2	-6	-2	5	1	1
53	Cc1ccc(-c2ccc(=O)n(CC(=O)N3CCN(c4cccc(C)c4)C(C)C3)n2)cc1 (stereo unspecified)	-6	-10	-3	-4	-5	-3	1	4	-2	-6
54	Cc1ccccc1-c1noc(-c2ccccc2C(=O)O)n1	3	-5	0	5	1	-2	0	4	0	0
55	CC(C)(C)c1cc(C(C)(C)C)n(-c2ccccc2)n1	-7	-4	3	7	-5	-7	3	-10	1	-2
56	CC[C@]12c3[nH]c4ccccc4c3CCN1C(=O)C(CC(=O)NCCC1=CCCCC1)C[C@@H]2C(=O)N1CCN(C(=O)C2CC2)CC1 (stereo partly specified)	-2	-3	0	-4	6	-4	-5	-3	0	-3
57	COC(=O)Cn1c(=NC(=O)C(C)(C)C)sc2c(C)cc(C)cc21	-15	-11	6	-8	-3	-12	6	-16	-1	9
58	Cc1ccc(OCc2nnc(SCC(=O)c3cccc([N+](=O)[O-])c3)n2C)cc1	-1	2	5	4	-4	-3	1	0	3	5
59	Cc1ccc(-c2cc(-c3ccccc3[N+](=O)[O-])[nH]n2)c(O)c1	-4	-8	9	-25	-3	-7	0	5	13	2
60	C[C@H](NC(=O)c1ccc(C(C)(C)C)cc1)C(=O)N1CCOCC1	-3	5	0	3	3	-4	0	3	0	0
61	O=C(Nc1ccccc1N1CCCCC1)c1cc(S(=O)(=O)N2CCOCC2)ccc1Cl	-8	15	-1	-3	6	2	3	-19	2	4
62	COC(=O)c1ccc(NC(=O)c2cccc(NC(=O)c3ccco3)c2)cc1	-2	-17	-1	-7	-14	10	-3	6	-1	-3
63	Cc1cc(Cl)ccc1OCCCC(=O)NNC(=O)c1ccccc1O	0	1	-2	39*	-1	19	-3	6	14	-2
64	COc1cccc(OC)c1/C(O)=C(\C#N)c1nc2ccccc2[nH]1	-2	-11	4	-14	-8	-8	0	-10	6	0
65	CCC(CO)Oc1cc(NC(=O)c2ccccc2N)c2ncn(C(C)C)c2c1 (stereo unspecified)	4	8	-3	-3	3	0	0	1	8	0
66	CC(C)CCNC(=O)CCCc1ccccc1	-2	-1	-2	-1	4	5	-6	0	-6	-2
67	O=C(c1ccco1)N1CCN(CC(O)COc2ccc(Br)cc2)CC1 (stereo unspecified)	1	-2	0	6	-6	-8	2	5	-8	4
68	O=C(NC1CCN(C(=O)N2c3ccccc3Sc3ccccc32)CC1)c1ccccc1F	-3	22	2	-23	1	7	-1	-7	-4	2
69	Cc1ccc(C)c(OCC(=O)Nc2ccc(C(=O)O)cc2NC(=O)COc2cc(C)ccc2C)c1	-3	-24	-3	-37	-9	11	-3	-3	74*	-5
70	CCN(C(=O)COC(=O)c1ccc2ccccc2n1)c1c(N)n(Cc2ccccc2)c(=O)[nH]c1=O	-3	2	-4	2	-3	8	-1	2	-2	1
